# Tb PYK inh: qHTS of Trypanosoma Brucei Inhibitors; pyruvate kinase (Trypanosoma brucei), Q57TT1; TbPYK enzyme, Kinase-Glo Plus ATP luminescence, 45 min; Potency, µM (highest dose often 76.8 µM), for inactives: top-dose activity, negative = inhibition, most hits filed as inhibitors; actives 0.12% (n = 410,000); AID 624173, 2012; further: potency means the concentration at half of the fitted maximal effect; nearly all actives have a fitted effect of over 50% in size
#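 Quantitative HTS: titrated library compounds versus trypanosomal pyruvate kinase in TEA buffer (pH 7.2) containing KCl, MgCl2, BSA and Tween-20. Reactions were initiated with ADP, 130 uM final. Kinase-Glo Plus luminescence was read after 45 min at RT.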
# AMA1 RON2 block: qHTS for Inhibitors of AMA1-RON; Towards Development of Antimalarial Drug Lead: Primary Screen; Plasmodium falciparum AMA1 (3D7) - RON2 peptide interaction; AlphaScreen AMA1-biotinylated RON2 peptide binding; Potency, µM (doses to about 58.2 µM), inactives show at the highest dose activity change, negative = inhibition, actives largely listed as inhibitors; actives 0.2% (n = 360,000); AID 720542, 2013;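 further: potency means the concentration at half of the fitted maximal effect; 0% = vehicle wells and -100% = peptide control; nearly all actives have a fitted effect of over 45% in size; some results filed as inactive show a strong effect at the top dose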
#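 AMA1 (3D7) with his tag at 25 nM final met compounds first, then biotinylated RON2 peptide at 25 nM; detection used donor plus acceptor beads, 10 µg/mL apiece, read by AlphaScreen after 30 min at room temperature.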
# LmPK inhibitor: qHTS Assay for Inhibitors of Leishmania Mexicana Pyruvate Kinase (LmPK); Q27686; purified LmPK, Kinase-Glo ATP luminescence, 1 h; Potency, µM (highest dose often 57.5 µM), without a hit: at the highest dose activity change, negative = inhibition, actives largely listed as inhibitors; actives 0.37% (n = 290,000); AID 1721, 2009; further: potency means the concentration at half of the fitted maximal effect
# Target sequence (Q27686 whole entry, looked up): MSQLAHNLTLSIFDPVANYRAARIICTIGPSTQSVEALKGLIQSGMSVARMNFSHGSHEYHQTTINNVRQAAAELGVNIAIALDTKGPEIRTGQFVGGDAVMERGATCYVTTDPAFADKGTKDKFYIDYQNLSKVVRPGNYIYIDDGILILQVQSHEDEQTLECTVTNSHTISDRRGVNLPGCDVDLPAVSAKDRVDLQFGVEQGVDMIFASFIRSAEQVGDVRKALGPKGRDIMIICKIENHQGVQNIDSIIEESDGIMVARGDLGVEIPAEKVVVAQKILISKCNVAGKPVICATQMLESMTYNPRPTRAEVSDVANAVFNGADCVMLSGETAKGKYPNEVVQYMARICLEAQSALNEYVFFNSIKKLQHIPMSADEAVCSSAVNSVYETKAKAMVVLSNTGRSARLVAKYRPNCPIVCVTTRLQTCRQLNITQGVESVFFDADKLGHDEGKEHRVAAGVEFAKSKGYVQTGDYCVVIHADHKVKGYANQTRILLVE
#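 Screened at intermediate enzyme activity to detect both inhibitors and activators: LmPK at 0.1 nM, with a 0.5 nM enzyme column as activation reference. PEP 0.5 mM, ADP 0.1 mM; ATP detected by luminescence after 1 h.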
# AmpC inh no detg: qHTS Inhibitors of AmpC Beta-Lactamase (assay without detergent); Potency, µM (top dose mostly 57.1 µM), without a hit: top-dose activity change, negative = inhibition, most hits filed as inhibitors; P00811; AID 485341, 2010; actives 0.52% (n = 330,000); AmpC nitrocefin hydrolysis, absorbance 480 nm, 0.0001% Triton;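 further: potency means the concentration at half of the fitted maximal effect; plate controls were no compound for no effect and no enzyme for full effect; nearly all actives have a fitted effect of over 20% in size; some results filed as inactive show a strong effect at the top dose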
# Target sequence (P00811 whole entry, looked up): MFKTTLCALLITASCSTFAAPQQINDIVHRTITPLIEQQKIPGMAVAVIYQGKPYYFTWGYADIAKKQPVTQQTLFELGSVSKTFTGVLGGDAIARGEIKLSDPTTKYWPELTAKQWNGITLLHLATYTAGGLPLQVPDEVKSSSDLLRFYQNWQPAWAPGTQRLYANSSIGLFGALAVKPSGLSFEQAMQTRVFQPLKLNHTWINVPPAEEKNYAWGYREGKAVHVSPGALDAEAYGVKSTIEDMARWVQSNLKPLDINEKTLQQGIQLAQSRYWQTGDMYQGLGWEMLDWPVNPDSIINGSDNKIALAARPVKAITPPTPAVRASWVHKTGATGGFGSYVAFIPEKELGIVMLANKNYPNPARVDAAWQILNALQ
#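 20 mM phosphate pH 7.0 + 0.01% (detergent screen) or 0.0001% Triton X-100; 5.3 nM AmpC reagent; cpd preinc 15 min RT; nitrocefin (800 uM stock) to start; A480 q20 s × 4 min; Activity was normalised to no-enzyme and no-compound control wells.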
# HCMV inh: qHTS Assay for inhibitors of the human cytomegalovirus (HCMV) | HFF cells, HCMV-luciferase reporter, 72 h; stronger effect = lower value | activity change, negative = inhibition, % at 57.5 µM | actives 4.5% (n = 410,000); in the data active means activity change below about -60%; inconclusive means no clear call, values can overlap the other calls; inactive means above about -39%
#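 Inhibition of viral replication was scored as loss of reporter luminescence in HFFs infected with HCMV-luciferase (MOI 1 PFU/cell) for 72 h; compounds tested at 2 doses, normalized to buffer and Salinomycin controls.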
# AmpC inh detg: qHTS Inhibitors of AmpC Beta-Lactamase (assay with detergent). P00811. AmpC hydrolysis of nitrocefin, absorbance 480 nm, 0.01% Triton. Potency, µM (highest dose often 114 µM), for the others: at the top dose activity change, negative = inhibition, hits mostly inhibitors. actives 0.041% (n = 370,000). AID 485294, 2010;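 further: potency means the concentration at half of the fitted maximal effect; 0% = no-compound wells and -100% = no-enzyme wells; nearly all actives have a fitted effect of over 25% in size; some results filed as inactive show a strong effect at the top dose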
#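 AmpC (5.3 nM in the dispensed reagent) in 20 mM phosphate pH 7.0 with 0.01% (detergent screen) or 0.0001% Triton X-100 was preincubated with compounds for 15 min at room temperature. Nitrocefin was then added from an 800 uM solution, and hydrolysis was followed at 480 nm.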
# Sm TGR block: qHTS Assay for the Inhibitors of Schistosoma Mansoni Peroxiredoxins | purified TGR, DTNB reduction, TNB absorbance 405 nm | Potency, µM (highest dose often 114 µM), for inactives: at the highest dose activity change, negative = inhibition, usual class: inhibitors | actives 3% (n = 360,000) | AID 485364, 2010; further: potency means the concentration at half of the fitted maximal effect; nearly all actives have a fitted effect of over 60% in size
#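 TGR 20 nM + NADPH 100 uM (dispensed conc.), cpd preinc 15 min RT; start with NADPH (500 uM addition) then DTNB (15 mM addition). Kinetic TNB absorbance, 405 nm filter. Four-parameter Hill fit across titration.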
# The depositor's hits bear a star; ? = inconclusive; nt = not tested or not shown; + = active, no number; [ ] = remark or other dose. Unless noted, the call rests on the fitted dose curve; in most records, active means well fitted curve in the direction sought with a large enough effect; inconclusive means small, poorly fitted or top-dose-only effect, or another doubt; inactive means no such curve, though single readings can be large; an effect the other way counts as inactive or inconclusive. Unless noted, on the % scale 0 is the no-effect control and ±100 the full control effect.
# Every second line gives: Tb PYK inh | AMA1 RON2 block | LmPK inhibitor | AmpC inh no detg | HCMV inh | AmpC inh detg | Sm TGR block
C[C@H]1Cn2cnc(C(=O)NCC(=O)OC(C)(C)C)c2C(=O)N1
→ 2.5% | 2.5% | nt | nt | 4.2 | nt | nt
O=C(Nc1ccc2c(c1)OCO2)c1cc(C2CCCCN2C(=O)c2ccc(Cl)cc2)on1 (stereo not given)
→ -12.1% | -17.5% | nt | nt | -6.3 | nt | nt
CC(C)NC(=O)/C(C#N)=C/c1cccc(NC(=O)c2ccccc2Cl)c1
→ 0.6% | 6.8% | 1.5% | -34.7% | 41.4 | ? | -9.0%
C(=N\Nc1ccc2nncn2n1)/c1ccco1
→ -3.9% | 14.9% | -14.9% | -12.4% | 86.4 | 4.0% | -2.2%
CCN1CCN(C(=O)Cc2ccccc2OC)CC1
→ 1.9% | -12.2% | 4.3% | -33.2% | 33.1 | 4.8% | 0.0%
O=C(CCN1CCN(c2ccccc2)CC1)NNC(=S)Nc1ccccc1
→ -9.7% | 87.3%[activator] | 0.4% | -24.8% | -2.1 | 0.4% | 27.1%
C#CCNC(=O)C1=C[C@H](c2ccc3c(c2)OCO3)C[C@H](OCCCCO)O1
→ -3.4% | -9.4% | nt | nt | 20.6 | nt | nt
O=C(CSc1nnc(SCc2ccc(Cl)cc2)s1)N1CCN(C(=O)c2ccco2)CC1
→ -2.0% | 4.6% | 4.6% | -16.5% | -16.2 | -10.7% | -13.2%
CC(C)C[C@@H](CN1CCC[C@@H]1CN1C(=S)NC[C@@H]1Cc1ccccc1)N1C[C@H](Cc2ccc(O)cc2)N(CC2CCCCCC2)C1=S
→ -2.7% | 7.3% | nt | nt | -26.3 | nt | nt
Cc1ccccc1Nc1nc(N2CCOCC2)nc(N2CCOCC2)n1
→ -1.5% | -0.4% | -8.8% | 17.5% | + | -12.8% | -12.9%
CC1C(O)=C(c2nc3ccccc3[nH]2)C(=N)N1c1ccccc1 (stereo not given)
→ 3.0% | 52.8%[activator] | 1.4% | -33.5% | 23.6 | -4.5% | 6.2%
Cc1ccccc1-c1ccc(CN2C(C)C(=O)N(Cc3cn(Cc4ccco4)nn3)CCS2(=O)=O)cc1 (stereo not given)
→ -4.7% | 0.9% | nt | nt | -6.3 | nt | nt
O=C1C(C=NCCCN2CCOCC2)=C(O)c2ccccc21
→ -6.7% | 12.5% | -0.4% | -0.6% | 25.3 | ? | -13.7%
CCOc1ccccc1CNC(=O)CCn1c(=O)c2cccn2c2ccc(F)cc21
→ 4.3% | nt | nt | nt | ? | 13.2% | -4.2%
Cc1ccc(C(=O)Nc2ccc3c(c2)CCC3)o1
→ -12.9% | 0.0% | ? | -5.0% | 108.4 | 1.6% | 0.4%
O=C(NCCN1CCOCC1)c1cc(-c2ccc(F)cc2)nc2ccccc12
→ -1.0% | -1.0% | nt | 19.9% | -22.5 | ? | -3.6%
CC/C(=N\NC(=O)c1ccc(Br)cc1)c1ccccc1
→ 1.3% | 93.6%[activator] | 3.1% | -19.0% | -9.9 | 3.5% | nt
CCOc1ccc(-c2cccc(NC(=O)c3cccs3)c2)nn1
→ -2.3% | 18.8% | nt | ? | 0.3 | ? | -2.4%
COc1ccc(S(N)(=O)=O)cc1C(=O)OCC(=O)N1CC(=O)Nc2ccccc21
→ -1.8% | 1.9% | nt | -1.8% | 24.3 | -17.8% | -5.8%
CCN(CC)S(=O)(=O)c1ccc2c(c1)nc(SCn1nnc3ccccc3c1=O)n2CC
→ -12.6% | -9.3% | 1.4% | -3.3% | -13.5 | -11.6% | -4.0%

# Full records, quoted from the list. Order of values: Tb PYK inh	AMA1 RON2 block	LmPK inhibitor	AmpC inh no detg	HCMV inh	AmpC inh detg	Sm TGR block
# `COc1ccc(S(N)(=O)=O)cc1C(=O)OCC(=O)N1CC(=O)Nc2ccccc21` is entered as -1.8%	1.9%	nt	-1.8%	24.3	-17.8%	-5.8%
# `CCOc1ccccc1CNC(=O)CCn1c(=O)c2cccn2c2ccc(F)cc21` is entered as 4.3%	nt	nt	nt	?	13.2%	-4.2%

# Following part.
# Every second line gives: Tb PYK inh | AMA1 RON2 block | LmPK inhibitor | AmpC inh no detg | HCMV inh | AmpC inh detg | Sm TGR block
Cc1ccc(S(=O)(=O)N2CCC(C(=O)NCCCN3CCCC3=O)CC2)cc1
→ 8.4% | 19.7% | nt | 14.6% | ? | nt | nt
COc1ccc(CC(=O)OCC(=O)Nc2ccc(Cl)cn2)cc1
→ -4.7% | -1.1% | 4.5% | -6.1% | -34.0 | 6.0% | 4.0%
COc1cccc(CNC(=O)c2cc3c(-c4ccccc4F)nn(C)c3s2)c1
→ 1.4% | nt | nt | nt | -35.6 | 3.8% | 0.9%
COc1ccc(OC)c(S(=O)(=O)NCc2cccnc2)c1
→ -0.8% | 22.6% | -2.5% | -11.8% | 29.5 | -6.1% | 4.5%
Cc1ccc(-c2cc(C(=O)Nc3nn[nH]n3)c3ccccc3n2)c(C)c1
→ -14.4% | 50.3%[activator] | -3.0% | -38.2% | 29.0 | -4.8% | 4.6%
CC1(C)Cc2c(cnn2-c2cccc(F)c2)C(NC(=O)c2csnn2)C1 (stereo not given)
→ 4.9% | -5.6% | -1.3% | -6.2% | 25.5 | 5.8% | 0.3%
CCOC(=O)c1ccc(NC(=O)Nc2ccon2)cc1
→ 1.5% | -0.7% | -5.1% | -38.3% | + | -0.5% | -0.8%
COc1ccc(Cl)cc1S(=O)(=O)N1CCCC(C(=O)N2CCOCC2)C1 (stereo not given)
→ -4.1% | 6.6% | -7.1% | 163.8%[activator] | 5.8 | 4.3% | -7.1%
CCOC(=O)CSC1=C(C#N)C(c2ccc(Cl)cc2)CC(=O)N1 (stereo not given)
→ -1.1% | -1.5% | 11.1% | -12.7% | 9.3 | -9.8% | ?
O=C(CN1CCCCCCC1)N/N=C/c1ccccc1F
→ 23.6% | 29.6% | -0.1% | -12.5% | -23.8 | 0.1% | 0.7%
O=C(O)C1CC=CCC1C(=O)NCc1ccc2c(c1)OCO2 (stereo not given)
→ 3.0% | 14.3% | 1.1% | -9.5% | 20.3 | 1.1% | 2.1%
COc1ccccc1C(c1nnnn1CCc1ccccc1)N1CCCCCC1 (stereo not given)
→ 0.2% | -16.0% | -0.2% | 6.9% | ? | ? | 5.3%
COc1cccc(CNCCSc2nnnn2C)c1OCc1ccc(Cl)cc1
→ 4.2% | nt | nt | nt | ? | -0.3% | -17.8%
COCC(C)NC(=O)c1cc(-c2ccccc2OC)on1 (stereo not given)
→ -1.1% | 8.5% | -7.2% | -15.3% | 89.5 | 2.5% | -28.6%
Cc1ccn2c(Nc3ccc4c(c3)OCO4)c(-c3ccccn3)nc2c1
→ -3.7% | -12.8% | -3.6% | 93.6%[activator] | -97.7* | 2.8% | -1.5%
Cn1c(=O)cc(OCCCC(=O)NCCC2=CCCCC2)c2ccccc21
→ 2.2% | -6.3% | 5.4% | 89.3%[activator] | 54.1 | -13.6% | -5.5%
CC(C)(C)n1nc2c(c1NC(=O)Cc1ccc([N+](=O)[O-])cc1)CS(=O)(=O)C2
→ 0.9% | 18.9% | -3.0% | -13.5% | -31.0 | -11.8% | -24.2%
COc1cccc(-c2cc(C(=O)N3CCN(C(c4ccccc4)c4ccccc4)CC3)no2)c1
→ 0.8% | -20.3% | 2.4% | -28.7% | -4.1 | -8.3% | 0.9%
CCNc1nnc(SCC(=O)NC2CCCCCC2)s1
→ 7.4% | -8.2% | nt | 23.0% | -28.5 | 0.0% | -0.4%
CC1=C(C(=O)Nc2ccccn2)C(c2ccc3c(c2)OCO3)C2=C(CC(C)(C)CC2=O)N1 (stereo not given)
→ 2.3% | -0.2% | -3.8%[11.5 µM] | -30.9% | -22.1 | -6.4% | 10.6%
C[C@H]1CN([C@@H](C)CO)C(=O)c2cc(NC(=O)Nc3cccc4ccccc34)ccc2O[C@@H]1CN(C)Cc1ccc(-c2ccccc2)cc1
→ -10.4% | -15.5% | nt | 64.5%[activator] | 9.7 | nt | nt
COc1ccc(C(=O)C(Cc2cc(C(C)=O)ccc2OC)N2CCCC2)cc1 (stereo not given)
→ 7.3% | 0.0% | -3.3% | 20.8% | ? | 0.8% | ?
Cc1ccccc1COc1cccc(/C=N/NC(=O)c2nnn(-c3nonc3N)c2C)c1
→ -2.5% | 21.7% | 7.3% | -12.6% | ? | 3.2% | -15.4%
CNC(=O)/C(=C\c1ccco1)NC(=O)c1ccco1
→ -1.5% | 6.2% | 0.4% | -11.8% | -6.7 | -7.8% | ?
COc1ccc(-c2csc(NC(=O)c3ccccc3NS(=O)(=O)c3ccc(C)cc3)n2)cc1
→ 2.1% | -21.9% | 1.5% | -22.7% | -96.0* | -5.3% | -5.7%
O=C(COC(=O)C1COc2ccccc2O1)c1ccc(F)cc1 (stereo not given)
→ 2.8% | 15.4% | nt | nt | -25.6 | nt | nt

# 3 entries from above, as labelled records:
> CC1=C(C(=O)Nc2ccccn2)C(c2ccc3c(c2)OCO3)C2=C(CC(C)(C)CC2=O)N1 (stereo not given)
  Tb PYK inh: 2.3% | AMA1 RON2 block: -0.2% | LmPK inhibitor: -3.8%[11.5 µM] | AmpC inh no detg: -30.9% | HCMV inh: -22.1 | AmpC inh detg: -6.4% | Sm TGR block: 10.6%
> C[C@H]1CN([C@@H](C)CO)C(=O)c2cc(NC(=O)Nc3cccc4ccccc34)ccc2O[C@@H]1CN(C)Cc1ccc(-c2ccccc2)cc1
  Tb PYK inh: -10.4% | AMA1 RON2 block: -15.5% | LmPK inhibitor: nt | AmpC inh no detg: 64.5%[activator] | HCMV inh: 9.7 | AmpC inh detg: nt | Sm TGR block: nt
> COc1ccc(C(=O)C(Cc2cc(C(C)=O)ccc2OC)N2CCCC2)cc1 (stereo not given)
  Tb PYK inh: 7.3% | AMA1 RON2 block: 0.0% | LmPK inhibitor: -3.3% | AmpC inh no detg: 20.8% | HCMV inh: ? | AmpC inh detg: 0.8% | Sm TGR block: ?

# Screens: PubChem BioAssay, National Center for Advancing Translational Sciences (NCATS)
